SENP6 inh – SENP6 protease inhibition. Q9GZR1. Recombinant SENP6 catalytic domain, aminoluciferin luminescence. inhibition, % at 10 µM. 330,000 compounds, 1.8% hits. AID 2599;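 active = inhibition above about 50% at the single tested dose, limit read from the data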;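 note: plate controls were DMSO wells with enzyme for no effect and DMSO wells lacking enzyme for full effect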
Target sequence (Q9GZR1 628-1112 limits assumed): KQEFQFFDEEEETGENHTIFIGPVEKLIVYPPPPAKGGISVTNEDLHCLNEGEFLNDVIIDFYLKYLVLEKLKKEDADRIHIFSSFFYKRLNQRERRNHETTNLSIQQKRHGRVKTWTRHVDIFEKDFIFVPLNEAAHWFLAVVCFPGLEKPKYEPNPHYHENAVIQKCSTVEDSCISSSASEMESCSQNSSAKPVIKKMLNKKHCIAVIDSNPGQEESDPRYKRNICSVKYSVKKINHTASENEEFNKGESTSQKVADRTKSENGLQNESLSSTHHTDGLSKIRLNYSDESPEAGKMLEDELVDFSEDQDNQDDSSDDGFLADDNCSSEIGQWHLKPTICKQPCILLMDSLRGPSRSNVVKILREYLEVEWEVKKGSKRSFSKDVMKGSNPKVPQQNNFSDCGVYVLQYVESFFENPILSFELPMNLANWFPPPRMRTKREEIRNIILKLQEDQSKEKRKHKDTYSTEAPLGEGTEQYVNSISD
hIAP activ – increases human intestinal alkaline phosphatase activity; purified human IAP, CDP-Star luminescence, 30 min; stronger effect = higher value; 1 = vehicle-only enzyme, 0 = enzyme-free background; activation factor at 10 µM; P09923; AID 2524; 330,000 compounds, 0.16% hits;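 active = activation factor of the enzyme at least 2-fold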; note: the source names both 10 and 20 µM as test concentration; values of inactives mirror those of a sister screen read the other way
MPTP block – blocks calcium-induced mitochondrial swelling; isolated mouse mitochondria, Ca2+ swelling absorbance, 30 min; 360,000 compounds, 1.4% hits; inhibition, % at 10 µM;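 active = inhibition of 50% or more, scaled per plate between neutral and stimulator controls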;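 note: 0% = DMSO wells given calcium and 100% = 1 mM EGTA wells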
ATG4B inhibitor – inhibitors of human ATG4B cysteine protease; inhibition, % at 8.33 µM; Q9Y4P1; ATG4B cleavage of LC3-PLA2, NBD-HPC fluorescence, 1 h; 340,000 compounds, 0.51% hits; in the data active = inhibition above about 40%
Target sequence (Q9Y4P1 whole entry, looked up): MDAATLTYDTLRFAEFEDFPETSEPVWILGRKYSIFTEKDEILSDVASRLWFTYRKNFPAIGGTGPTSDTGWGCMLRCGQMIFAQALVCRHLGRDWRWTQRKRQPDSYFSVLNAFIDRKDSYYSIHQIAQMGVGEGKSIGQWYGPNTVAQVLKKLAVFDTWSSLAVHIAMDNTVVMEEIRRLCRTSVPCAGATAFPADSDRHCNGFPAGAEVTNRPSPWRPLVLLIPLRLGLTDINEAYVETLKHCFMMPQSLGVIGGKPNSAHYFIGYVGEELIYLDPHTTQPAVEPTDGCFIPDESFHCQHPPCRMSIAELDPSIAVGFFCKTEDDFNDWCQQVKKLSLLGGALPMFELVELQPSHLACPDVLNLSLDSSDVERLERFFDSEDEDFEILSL
SENP8 block – blocks human SENP8 cleavage of Nedd8 substrate; Q96LD8; recombinant SENP8, Nedd8 substrate fluorescence; inhibition, % at 20 µM; 360,000 compounds, 0.64% hits; AID 602440; in the data active = inhibition mostly above about 40%, no sharp cut-off; inactive = mostly below about 27%
Target sequence (Q96LD8 whole entry, looked up): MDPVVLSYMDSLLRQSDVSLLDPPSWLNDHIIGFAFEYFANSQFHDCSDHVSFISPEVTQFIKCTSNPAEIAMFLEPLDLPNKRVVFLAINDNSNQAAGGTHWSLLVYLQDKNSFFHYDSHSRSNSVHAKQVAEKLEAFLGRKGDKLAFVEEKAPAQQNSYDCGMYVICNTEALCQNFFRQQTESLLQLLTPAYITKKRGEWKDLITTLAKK
PfG6PD inh – PfG6PD (Plasmodium falciparum) enzyme inhibition | PfGluPho enzyme, NADPH resazurin-diaphorase fluorescence | 350,000 compounds, 0.78% hits | inhibition, % at 20 µM;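 active = inhibition reaching at least a set limit at 20 µM in the primary screen, cut at about 59% in these data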;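 note: 0% = DMSO wells with substrate and 100% = DMSO wells lacking glucose-6-phosphate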
GRIN3A LBD mod – modulators (binders) of human NR3A ligand-binding domain; 340,000 compounds, 2.5% hits; NR3A LBD differential scanning fluorimetry, Tm shift; 0% = protein alone, 100% = glycine-bound protein; AID 1259313; Tm shift relative to glycine control, % at 25 µM;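 active = melting temperature shift of at least 10% of the positive control shift, at one fixed dose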
SENP1 inh – blocks the human SENP1 SUMO protease catalytic domain. Q9P0U3. inhibition, % at 10 µM. AID 624204. 360,000 compounds, 0.21% hits. recombinant SENP1 catalytic domain, CyPet-SUMO1-YPet FRET cleavage;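 active = inhibition at least 30% at 10 µM, raw YFP signal under a set limit, fluorescence ratio 0.5 to 1.5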;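 note: 0% = enzyme with DMSO and 100% = no enzyme wells; some results filed as inactive read as strong as hits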
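Compound: 10 µM single point, 0.5% DMSO; Test system: hSENP1 catalytic domain, recombinant; Timing: 50 min reaction at room temperature; Technique: FRET, CFP and YFP emission; Control set: no-enzyme wells low, DMSO-plus-enzyme wells high control.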
Active calls of the source: *; i = inactive; x = no result given.

SMILES	SENP6 inh	hIAP activ	MPTP block	ATG4B inhibitor	SENP8 block	PfG6PD inh	GRIN3A LBD mod	SENP1 inh
Cc1sc2nc(COC(=O)c3ccc(Cl)c(N)c3)[nH]c(=O)c2c1C	-14	0.98	1.3	-10	-423	17	-9	1
O=C(N/N=C/c1ccc(F)cc1)c1c(O)c2ccccc2[nH]c1=O	-4	0.93	33	-8	-277	-1	5	0
COc1ccc(CCNC(=O)c2ccc3c(c2)SC2=NS(=O)(=O)CCN23)cc1	8	0.89	1.3	3	20	15	-12	2
Cc1ccc(S(=O)(=O)NNC(=O)c2cc(C)cs2)cc1	-25	0.98	3.0	-9	25	2	2	3
O=C(Nc1ccc2c(c1)OCO2)N1CCOCC1	18	1.1	1.0	4	13	29	1	1
CCc1ccc(N(CC(=O)Nc2nc3ccc(C)cc3s2)S(=O)(=O)c2c(C)noc2C)cc1	3	1.1	2.1	-4	4	24	8	-9
O=C(O)CNC(=O)CCN1C(=O)c2ccccc2C1=O	-10	1.3	-1.0	4	13	11	-1	3
Cc1nn(C)c(C)c1CN(Cc1nc(-c2ccc(F)cc2F)oc1C)C1CC1	-19	0.95	-0.1	-22	-5	4	0	-3
Cc1ccc(CSCC(=O)NCCc2ccccc2)cc1	-7	1.1	1.8	-5	21	6	2	2
S=c1[nH]nc(-c2ccccn2)n1/N=C/c1ccco1	-14	1	1.2	-1	15	13	1	2
CCCCCC1CC(=O)N(Cc2ccc(Cl)cc2)C(=O)N1 (stereo not drawn)	8	1.1	-1.0	-1	17	-2	1	-1
COc1ccccc1C(=O)NC(=O)COC(=O)C1CC2CCCC(C1)C2=O (stereo not drawn)	-2	1.1	0.9	-1	-7	-6	0	1
COc1cccc(NC(=O)Nc2ccc3c(c2)N(C)C(=O)CS3)c1	-19	1.2	88*	-14	9	35	-2	6
Cc1c([N+](=O)[O-])cnc(Sc2ccccc2)c1[N+](=O)[O-]	-3	1.3	2.7	3	23	-28	2	3
OCC[C@@H]1C[C@@H](O)[C@H](O)[C@@]2(CCc3ccccc3CO2)O1	-17	1.1	0.6	9	11	0	1	2
O=C(Cc1ccccc1)Nc1ccc(C(=O)Nc2ccccc2C(=O)O)cc1	38	0.93	0.4	-5	-13	-18	1	-2
CC(=O)c1c(C)[nH]c(C(=O)Nc2cccc3ccccc23)c1C	-6	1.2	-1.1	-11	-46	15	-1	3
Cc1ccccc1C(=O)N1CCN(c2ccc([N+](=O)[O-])c(N3CCOCC3)c2)CC1	-17	0.93	-4.3	-15	29	-7	-1	4
Cc1nc2ncccn2c1-c1csc(Nc2ccc(N(C)C)cc2)n1	x	x	0.2	-9	7	45	3	3
CCCCN1CCC(CN2C(=S)NC[C@@H]2CC(C)C)CC1	x	x	0.9	x	13	-5	0	3
CCOC(=O)Cc1cc(=O)[nH]c(/N=C(/NC(=O)c2ccccc2)Nc2ccccc2C(F)(F)F)n1	-10	0.78	-2.6	3	7	-6	2	2
Cc1ccc(Cl)cc1N1CCN(C(=O)c2ccc(CN3CCOCC3)cc2)CC1	-23	0.95	-0.3	-7	2	-3	-1	2
Cc1cc(C)c2cc(C(=O)N3CCN(c4ncccc4C(F)(F)F)CC3)[nH]c2c1	-3	0.94	1.0	8	-18	5	-6	-3
CCCN1C(=O)c2ccccc2NC1c1ccc(Cl)c(Cl)c1 (stereo not drawn)	-12	0.86	2.1	25	-294	5	-3	-1
CCCN(CCO)CCCc1ccccc1	-11	0.84	-1.1	-4	17	-14	-1	1
CCCCn1c(-c2ccccc2)cnc1SCC(=O)NCCc1ccc(OC)c(OC)c1	-9	1.1	-0.3	-20	-3	3	-2	-3
CCO[C@@H]1OC(C(=O)Nc2ccccc2)=C[C@H](C2CC2)[C@H]1CCCO	3	0.95	-0.6	6	13	2	-2	1
CC(/C=C/c1ccc2c(c1)OCO2)=N\NC(=O)COc1ccccc1C	-4	1.1	-1.5	-12	-45	-4	1	3
CC1CC1C(=O)Nc1ccc(-c2ccccc2)cc1 (stereo not drawn)	4	1	5.9	-2	3	30	0	-3
CCN(CC)c1ccc(NC(=O)C2CCCN(S(=O)(=O)c3cccnc3)C2)c(C)c1 (stereo not drawn)	-27	1.2	-1.3	3	3	41	-2	0
CC(=O)c1nnn(-c2cccc(C#N)c2)c1C	-8	0.92	1.2	-5	9	7	-5	0
Cc1oc2c(CN(C)C)c(O)ccc2c(=O)c1-c1cscn1	6	0.84	-0.8	-1	-289	-8	1	1
Cc1ccc(S(=O)(=O)N(C)c2cc(S(=O)(=O)N3CCOCC3)c(C)cc2C)cc1	-17	1	-0.4	26	6	19	-1	2
Cc1ccn2cc(C(=O)N3CCN(c4cnn(-c5ccccc5)c(=O)c4Cl)CC3)nc2c1	-8	1.3	1.0	4	7	-1	0	0
CCN1CCN(Cc2c(O)ccc3c(=O)c(-c4ccccc4OC)coc23)CC1	-14	1.1	2.7	-11	-290	10	-6	-2
COc1ccc(-c2cc(NC(=O)c3cncn3-c3ccccc3)ccc2OC)cc1	-5	1.1	0.2	-10	-20	-6	1	1
CCN1C(=O)C(NC(C)=O)c2cc(Br)ccc21 (stereo not drawn)	0	1.1	-5.5	-1	19	-3	2	1
Cc1cc(C)nc(N2N=C(C(F)(F)F)CC2=O)n1	-12	1	5.7	-9	2	4	0	0
Cc1ccc(C(=O)N/N=C\c2ccc(OC(=O)c3cccs3)cc2)cn1	0	1.1	0.4	6	19	-9	-19	2
O=C1CCC2=C(CCCC2=O)N1	-1	1	0.3	-4	19	8	0	3
O=C(COc1ccc(Br)cc1)NNC(=S)NC(=O)c1ccccc1[N+](=O)[O-]	x	x	2.9	22	20	-22	-5	4
COCCn1c(N)c(C(=O)NCC2CCCO2)c2nc3ccccc3nc21 (stereo not drawn)	84*	0.97	-1.5	-25	i	30	1	-17
CCC1Oc2ccccc2N(CC(=O)Nc2ccccc2OC)C1=O (stereo not drawn)	-11	0.8	-1.5	1	18	22	0	0
COc1ccc(/C=C/C(=O)OCC(=O)N2CCCCCC2)cc1OC	9	0.96	-1.2	-1	-352	-11	-1	2
Cc1oc(-c2cccs2)nc1CN1CCC(c2ccccc2)CC1	-3	1.1	0.8	-6	-3	2	0	-10
COc1ccc(N(CC(=O)NCCSc2ccccc2)S(C)(=O)=O)cc1	-9	1.1	-0.7	-4	20	6	-1	3
CSc1ncccc1C(=O)Nc1ccncc1	-2	1	1.7	-2	-2	6	1	2
O=c1c2ccccc2c(C=NCCCN2CCOCC2)c(O)n1Cc1ccccc1	20	1.1	0.8	1	29	-6	2	0
CC(/C=N/n1c(-c2ccncc2)n[nH]c1=S)=C\c1ccco1	-10	1.1	0.7	-2	14	32	1	-30
S=C1SCN(Cc2ccccn2)CN1Cc1ccco1	19	1.1	-1.1	-2	10	14	1	-3

Following part.
SMILES	SENP6 inh	hIAP activ	MPTP block	ATG4B inhibitor	SENP8 block	PfG6PD inh	GRIN3A LBD mod	SENP1 inh
CCCCCc1nc2sc3c(c2c(=O)n1N)CCC3	-1	1.1	0.2	0	19	6	5	1
Cc1ccc(NC(=O)COc2coc(CN3CCc4ccccc43)cc2=O)cc1Cl	-22	0.81	0.8	-8	-1	-2	-2	-1
OCCCn1c(-c2ccccc2)csc1=Nc1ccccc1	-22	0.95	-2.0	12	-6	1	3	3
COc1ccc(C(=O)NCCS(=O)(=O)N2CCN(Cc3ccccc3)CC2)cc1	-13	1.1	-0.6	-10	6	-2	x	4
CC1=C(C(=O)Nc2ccccc2C(=O)N2CCCCC2)SCCO1	-3	1.1	-1.6	8	12	-8	-5	1
CCc1ccc(CNC(=O)CCc2nnc(Cc3cccc(C(F)(F)F)c3)o2)nc1	-9	1.1	1.3	16	5	-10	2	-1
C/C(=C\C(=O)c1sccc1Cl)N(C)C	15	0.94	-2.4	1	15	-6	-2	2
O=C(NCCN1CCOCC1)C(=O)NCC1OCCN1S(=O)(=O)c1ccccc1 (stereo not drawn)	-7	0.9	1.7	0	1	9	1	0
O=C(c1cccc(Br)c1)N1CCN(C2=NS(=O)(=O)c3ccccc32)CC1	-9	1.1	-0.1	5	5	-17	0	1
COC(=O)[C@@H]1CCCN1C(=O)CCc1nnc(CCc2c[nH]c3ccccc23)o1	-13	1	-0.2	-17	8	16	-1	-1
CCSc1ccccc1C(=O)NCCc1ccccc1	13	0.96	0.2	4	1	6	-2	1
CCC(C)C(NC(=O)c1ccccc1NC(=O)c1ccc(OC)cc1)C(=O)NCc1ccco1 (stereo not drawn)	-1	0.96	0.0	-21	-28	-2	-9	-2
Cc1cc(C)c(NC(=O)Cn2c(=O)n(-c3ccc(CC(=O)NCC4CCCO4)cc3)c(=O)c3ccccc32)c(C)c1 (stereo not drawn)	28	1.1	0.7	-7	21	7	2	-1
N#CC1(NC(=O)CSc2n[nH]c(-c3ccccc3)n2)CCCCC1	-8	0.99	0.8	0	6	-4	1	1
Cc1nnc(-c2cnn(-c3ccccc3)c2N)n1Cc1ccccc1	5	0.83	0.4	4	11	3	-2	0
CC1=NN(C(N)=S)C(=O)C1N=Nc1ccc([N+](=O)[O-])cc1 (stereo not drawn)	90*	0.72	5.8	7	26	-8	6	5
Cc1ccc(C(=O)OCC(=O)N2CCC(C)CC2)cc1S(=O)(=O)N1CCCCC1	-10	1.1	-1.7	-1	8	1	3	-1
CN(c1ccccc1)S(=O)(=O)c1ccc(Cl)c(C(=O)OCC(=O)c2c(N)n(C)c(=O)n(C)c2=O)c1	x	x	-0.7	-30	1	-8	3	-3
CCN(CC)C(=O)c1cccc(NC(=O)c2cc(-c3ccccn3)nc3ccccc23)c1	-8	1	0.7	-3	6	28	0	-1
CCCn1c(=O)c(C(=O)NCc2ccccc2Cl)c(O)c2ccccc21	3	0.98	3.2	-11	-31	-13	0	1

Looked up by structure from above (six):
SMILES	SENP6 inh	hIAP activ	MPTP block	ATG4B inhibitor	SENP8 block	PfG6PD inh	GRIN3A LBD mod	SENP1 inh
N#CC1(NC(=O)CSc2n[nH]c(-c3ccccc3)n2)CCCCC1	-8	0.99	0.8	0	6	-4	1	1
Cc1ccc(C(=O)OCC(=O)N2CCC(C)CC2)cc1S(=O)(=O)N1CCCCC1	-10	1.1	-1.7	-1	8	1	3	-1
CCCn1c(=O)c(C(=O)NCc2ccccc2Cl)c(O)c2ccccc21	3	0.98	3.2	-11	-31	-13	0	1
CCSc1ccccc1C(=O)NCCc1ccccc1	13	0.96	0.2	4	1	6	-2	1
Cc1cc(C)c(NC(=O)Cn2c(=O)n(-c3ccc(CC(=O)NCC4CCCO4)cc3)c(=O)c3ccccc32)c(C)c1 (stereo not drawn)	28	1.1	0.7	-7	21	7	2	-1
CCC(C)C(NC(=O)c1ccccc1NC(=O)c1ccc(OC)cc1)C(=O)NCc1ccco1 (stereo not drawn)	-1	0.96	0.0	-21	-28	-2	-9	-2

Remaining list, next part:
SMILES	SENP6 inh	hIAP activ	MPTP block	ATG4B inhibitor	SENP8 block	PfG6PD inh	GRIN3A LBD mod	SENP1 inh
CNC(=O)c1ccc(NC(=O)c2cc(S(=O)(=O)N(C)C)ccc2N2CCCC2)cc1	-13	1.1	0.1	3	-30	-4	-1	-3
CCCOc1ccc(C(=O)NC(=S)Nc2nc3ccccc3s2)cc1	3	1.1	1.0	3	26	-7	-1	-1
O=C(NC(=S)N1CCN(c2ccc(F)cc2)CC1)C12CC3CC(CC(C3)C1)C2	-1	1.1	2.9	0	8	-5	4	0
CC(=O)NC1(c2cccc(F)c2)CCN(CC(=O)NC(C)C)CC1	-11	0.94	0.0	-4	31	-24	1	-1
CCOC(=O)c1c(NC(=O)CSc2nccn2C)sc(C(=O)NC)c1C	-10	1	0.2	-8	0	11	-1	-2
Cc1ccc(-c2nc(C#N)c(NCc3ccco3)o2)cc1	1	0.79	4.5	-3	i	-13	1	-2
COc1cccc(OC)c1-c1nn2c(-c3cc(-c4ccccc4)n[nH]3)nnc2s1	-101	1.3	-2.0	-7	19	32	0	1
Nc1sc(-c2ccccc2)c(Cc2ccccc2)c1C(=O)O	0	1.1	6.0	-7	-13	0	2	13
CCCN1CCC(=O)N([C@H](CO)c2ccccc2)CC1	-18	0.99	-1.5	-7	11	-5	-1	1
CC(C)[C@@H](C(=O)NC1CCN(Cc2ccccc2)CC1)N1C(=O)N2CCc3c([nH]c4ccccc34)[C@@]2(C)C1=O	-2	0.89	-2.4	-3	20	3	37*	-3
